Assay outcomes (PubChem)
MITF primary – MITF inhibitors, primary screen, biochemical, AlphaScreen, human. inhibition, % at 2.6 µM. 0.91% of 650,000 active. AlphaScreen MITF homodimerization, bead proximity signal. AID 1259374, 2018; in the data active = inhibition above about 50%;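 also: 0% = vehicle wells with protein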
Target sequence (O75030 whole entry, looked up): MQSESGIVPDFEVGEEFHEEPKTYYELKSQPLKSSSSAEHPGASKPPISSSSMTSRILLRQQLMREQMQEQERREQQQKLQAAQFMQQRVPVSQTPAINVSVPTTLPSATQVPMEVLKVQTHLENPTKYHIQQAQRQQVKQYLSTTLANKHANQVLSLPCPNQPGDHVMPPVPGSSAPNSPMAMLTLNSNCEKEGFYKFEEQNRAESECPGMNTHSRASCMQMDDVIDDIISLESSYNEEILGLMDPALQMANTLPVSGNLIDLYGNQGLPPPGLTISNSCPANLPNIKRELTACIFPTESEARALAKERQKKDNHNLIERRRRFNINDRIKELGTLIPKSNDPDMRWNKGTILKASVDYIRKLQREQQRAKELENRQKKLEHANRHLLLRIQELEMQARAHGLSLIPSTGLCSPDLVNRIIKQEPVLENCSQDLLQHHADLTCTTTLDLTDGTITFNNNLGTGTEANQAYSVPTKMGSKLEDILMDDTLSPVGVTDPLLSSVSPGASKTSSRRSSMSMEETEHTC
GPR151 activ – activators of human GPR151, primary screen, cell-based, PathHunter beta-arrestin, luminescence. G-protein coupled receptor 151 (Homo sapiens), Q8TDV0. 1% of 650,000 active. activation, % at 11.2 µM. PathHunter beta-arrestin GPR151 cells; in the data active = activation above about 4.9%;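 also: 0% = median of compound wells and 100% = cells with positive control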
Target sequence (Q8TDV0 whole entry, looked up): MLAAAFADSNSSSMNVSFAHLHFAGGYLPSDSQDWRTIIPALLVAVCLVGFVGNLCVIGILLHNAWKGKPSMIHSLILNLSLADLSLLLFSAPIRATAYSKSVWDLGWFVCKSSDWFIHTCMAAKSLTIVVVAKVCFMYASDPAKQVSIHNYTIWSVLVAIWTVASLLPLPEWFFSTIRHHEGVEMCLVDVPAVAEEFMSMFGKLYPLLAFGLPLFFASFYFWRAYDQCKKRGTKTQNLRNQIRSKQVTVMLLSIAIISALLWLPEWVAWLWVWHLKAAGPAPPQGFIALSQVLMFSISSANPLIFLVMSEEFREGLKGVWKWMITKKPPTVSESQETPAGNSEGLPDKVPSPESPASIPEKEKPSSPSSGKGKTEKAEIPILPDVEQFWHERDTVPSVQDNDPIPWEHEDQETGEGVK
TEAD-YAP inh – TEAD-YAP interaction inhibition, primary screen, TEAD-YAP interaction inhibitor project, luminescence, HEK-TIYL cells; TEAD-Gal4/YAP UAS-luciferase luminescence; inhibition, % at 9.12 µM; 1.4% of 640,000 active; in the data active = inhibition above about 32%;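 also: 0% = median of test compound wells and 100% = reference inhibitor wells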
FBW7 activator – FBW7 E3 ligase activators, primary screen, biochemical, AlphaScreen, human; normalized activity (activation), % at 26.1 µM; 0.13% of 650,000 active; F-box/WD repeat-containing protein 7 (Homo sapiens), Q969H0; AID 1259310, 2017; AlphaScreen FBW7–phospho-cyclin E peptide binding, activator screen; in the data active = normalized activity above about 1.9%;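 also: purified mutant Fbw7 with reduced substrate affinity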
* = called active by the depositor; · = no result given.

SMILES	MITF primary	GPR151 activ	TEAD-YAP inh	FBW7 activator
Cc1ccc(-n2c(=S)sc3c(=O)n(-c4ccccc4C)c(SCN4C(=O)c5ccccc5C4=O)nc32)c(C)c1	16.3	-0.7	-0.7	0.3
CN=C(c1ccccc1)N1CCN(c2ccc(OC)cc2)CC1	-6.2	-0.6	1.8	-0.1
CC1=C(C(=O)OCCOc2ccccc2)C(c2ccccc2[N+](=O)[O-])C2=C(CCCC2=O)N1 (stereo unspecified)	1.5	-0.5	34.5*	-0.3
O=C1C(Cl)=C(NCc2ccc(Cl)cc2)C(=O)c2ccccc21	16.5	0.6	-7.5	-0.2
CC(=O)c1ccc(F)c(-c2cc(C)cc3c2OC(CNC(=O)c2c(C)noc2C)C3)c1 (stereo unspecified)	3.2	0.3	13.9	0.0
O=C(NCCCN1CCOCC1)C1CC(=O)N(c2ccc(F)c(Cl)c2)C1 (stereo unspecified)	-1.5	-0.2	5.6	0.0
COc1ccc(NC(=O)C2=C(C)NC(=S)NC2c2ccc(OC)cc2OC)c(OC)c1 (stereo unspecified)	-3.8	2.8	0.0	-0.2
COC(=O)c1ccccc1NC(=O)C1=C(C)NC(=O)NC1c1ccco1 (stereo unspecified)	13.4	-0.2	-0.4	-0.2
COc1ccc2c(c1OC)C(=O)OC2CC(=O)c1ccccc1O (stereo unspecified)	9.8	-0.7	1.9	-0.1
CCCCOC(=O)C1=C(C)Nc2nnnn2C1c1cccc(Br)c1 (stereo unspecified)	0.9	0.0	7.3	0.0
COc1ccccc1/C=C(\NC(=O)c1ccc(OC)c(OC)c1)C(=O)Nc1ccc(Br)cc1	-0.5	-0.7	0.5	0.1
COCCN1C(=O)N[C@@H](c2cccc(F)c2)C(C(=O)OC)=C1C	5.3	2.4	·	0.1
O=C1C(=O)N(c2cccc(C(F)(F)F)c2)C(c2ccccc2[N+](=O)[O-])/C1=C(/O)c1ccccc1 (stereo unspecified)	3.7	-0.4	5.0	-0.1
COc1ccc(N2CCC(CNS(=O)(=O)c3cccc(C(F)(F)F)c3)C2)cc1 (stereo unspecified)	12.3	0.7	-0.5	0.0
COc1ccc(NC2c3ccccc3C(=O)N2c2cccnc2)cc1 (stereo unspecified)	8.6	0.0	11.8	0.1
COc1ccccc1NC(=O)c1cc2nc(C)ccc2o1	-7.1	-0.5	-37.5	0.3
CC(=O)Nc1sc2c(c1C(N)=O)CCN(C(C)C)C2	0.3	-1.5	0.9	0.2
N#C/C(=C\c1ccc(O)c(O)c1)c1nc(-c2ccc3c(c2)OCO3)cs1	58.0*	0.2	18.2	-0.3
CCNC(=O)NNc1nc(N2CCOCC2)nc(N2CCOCC2)n1	0.7	-0.8	8.6	0.8
Cc1ccc(C(=O)Nc2sc3c(c2C(=O)NCc2ccco2)CCC(C(C)(C)C)C3)cc1 (stereo unspecified)	-7.5	-1.1	-1.7	0.0
Cc1cc(C2C(C#N)=C(N)N(c3c(F)cccc3F)C3=C2C(=O)CCC3)c(C)s1 (stereo unspecified)	8.7	0.6	4.0	0.0
O=C(NCCO)c1ccc2nc(-c3ccccc3)sc2c1	-6.1	-7.7	14.4	0.1
CCc1nnc(NS(=O)(=O)c2ccc(NC(=O)c3ccc(C(C)=O)cc3)cc2)s1	11.0	-1.4	1.2	0.4
C=CCN1C(=O)CN=C1Nc1cccc(C)c1	-1.9	0.2	3.9	-0.1
COc1ccc(-c2cc(-c3c(O)ccc4ccccc34)[nH]n2)cc1OC	-3.2	-0.6	3.0	-0.5
O=C(Nc1nc(-c2cccnc2)cs1)c1ccccc1[N+](=O)[O-]	-11.4	2.2	2.3	0.1
CCCCNC(=O)c1ccc(N2CCCC(C)C2)c([N+](=O)[O-])c1 (stereo unspecified)	3.1	3.1	-19.5	-0.4
Cc1ccc(OCCOc2cccc(/C=C3/C(=N)N4N=C(C(C)C)SC4=NC3=O)c2)cc1C	19.9	-0.2	-47.9	0.4
Cc1cc(C)cc(NC(=O)C2CCN(S(=O)(=O)c3ccc4c(c3)OCC(=O)N4)CC2)c1	8.3	0.3	-5.8	-0.2
CCc1ccccc1-n1c(SCc2cc(=O)n3ccccc3n2)nc2[nH]ncc2c1=O	16.1	-1.1	18.9	0.3
Cc1cc(Nc2ccc(Cl)cc2)n2nnnc2n1	14.2	0.3	-2.8	0.2
N#C/C(=C\c1ccc([N+](=O)[O-])cc1)c1nc2ccccc2c(=O)[nH]1	7.3	-0.3	9.1	0.0
COc1cccc(NC(=O)c2c(O)c3cc(OC)c(OC)cc3[nH]c2=O)c1	5.7	0.2	4.9	0.0
COCC(=O)NC(c1nnc2n1CCN(Cc1sccc1C)CC2)C(C)C (stereo unspecified)	-7.4	-0.2	2.4	-0.2
CCn1ccc(C(=O)N=c2sc3cc(C)c(C)cc3n2CCOC)n1	13.3	-0.9	-10.7	0.2
CC1(C)CC(=O)C/C(=N\NC(=O)C2CC2(c2ccccc2)c2ccccc2)C1 (stereo unspecified)	20.6	0.8	10.2	-0.3

Complete entries, looked up by structure.
`COc1ccc(-c2cc(-c3c(O)ccc4ccccc34)[nH]n2)cc1OC` is entered as MITF primary: -3.2; GPR151 activ: -0.6; TEAD-YAP inh: 3.0; FBW7 activator: -0.5
`CCCCNC(=O)c1ccc(N2CCCC(C)C2)c([N+](=O)[O-])c1` (stereo unspecified) is entered as MITF primary: 3.1; GPR151 activ: 3.1; TEAD-YAP inh: -19.5; FBW7 activator: -0.4
`CC1(C)CC(=O)C/C(=N\NC(=O)C2CC2(c2ccccc2)c2ccccc2)C1` (stereo unspecified) is entered as MITF primary: 20.6; GPR151 activ: 0.8; TEAD-YAP inh: 10.2; FBW7 activator: -0.3

Following part.
SMILES	MITF primary	GPR151 activ	TEAD-YAP inh	FBW7 activator
COc1cc(CN2CCc3nnc(C(C)NC(=O)CCc4ccccc4)n3CC2)ccc1O (stereo unspecified)	13.1	0.5	5.9	0.2
COc1ccc(CNC2CCCCCC2)cc1	-1.6	-0.3	10.7	-0.1
N#CC1=C(N)OC2=C(C(=O)CCC2)C1c1ccccc1F (stereo unspecified)	10.2	1.4	1.8	0.8
NC(=O)C1CCN(c2nc(-c3ccc(Cl)cc3)cs2)CC1	6.5	-1.5	-41.4	-0.1
C=CCSC1=C(C#N)C(c2ccccc2C)C(C(=O)OCC)C(=O)N1 (stereo unspecified)	4.8	0.1	7.1	0.0
Cc1c(C(=O)N2CCCC2)sc2nc(-c3cccc([N+](=O)[O-])c3)cn12	3.2	-3.3	-45.9	-0.1
COc1ccc(/C=C(\C#N)C(=O)Nc2cc(C(F)(F)F)ccc2N2CCOCC2)cc1	8.0	-0.6	-3.7	0.1
O=C1C2C3CC(C(Br)C3Br)C2C(=O)N1c1cccc2ccccc12 (stereo unspecified)	5.2	0.0	4.6	0.1
O=C1C(=O)N(C(=O)c2ccccc2)c2ccccc21	-1.5	-3.8	0.2	-0.1
Cc1nc2ccccc2c(=O)n1-c1cccc(NC(=O)c2cc3ccccc3oc2=O)c1	-6.0	-0.8	-2.0	-0.2
CCc1cccc(C)c1NC(=O)Cc1nn(C)c(=O)c2ccccc12	9.2	1.3	11.5	0.0
COCCn1c(SCC(=O)OC2CCCCC2)nc2cccnc21	9.1	0.1	4.7	0.1

Looked up above.
Cc1ccc(-n2c(=S)sc3c(=O)n(-c4ccccc4C)c(SCN4C(=O)c5ccccc5C4=O)nc32)c(C)c1 @ TEAD-YAP inh: -0.7
N#C/C(=C\c1ccc([N+](=O)[O-])cc1)c1nc2ccccc2c(=O)[nH]1 @ GPR151 activ: -0.3

5 successive compounds already listed:
SMILES	MITF primary	GPR151 activ	TEAD-YAP inh	FBW7 activator
COc1ccc2c(c1OC)C(=O)OC2CC(=O)c1ccccc1O (stereo unspecified)	9.8	-0.7	1.9	-0.1
CCCCOC(=O)C1=C(C)Nc2nnnn2C1c1cccc(Br)c1 (stereo unspecified)	0.9	0.0	7.3	0.0
COc1ccccc1/C=C(\NC(=O)c1ccc(OC)c(OC)c1)C(=O)Nc1ccc(Br)cc1	-0.5	-0.7	0.5	0.1
COCCN1C(=O)N[C@@H](c2cccc(F)c2)C(C(=O)OC)=C1C	5.3	2.4	·	0.1
O=C1C(=O)N(c2cccc(C(F)(F)F)c2)C(c2ccccc2[N+](=O)[O-])/C1=C(/O)c1ccccc1 (stereo unspecified)	3.7	-0.4	5.0	-0.1

The listing picks up; the 2 compounds before the break are reprinted first.
SMILES	MITF primary	GPR151 activ	TEAD-YAP inh	FBW7 activator
CCc1cccc(C)c1NC(=O)Cc1nn(C)c(=O)c2ccccc12	9.2	1.3	11.5	0.0
COCCn1c(SCC(=O)OC2CCCCC2)nc2cccnc21	9.1	0.1	4.7	0.1
COc1ccccc1NC(=O)C(=O)NCCC(C)C	3.5	1.6	-19.6	0.1
CCOCCCNC(=O)c1ccc2nc(N3CCCCC3)sc2c1	22.4	-0.3	-31.5	1.1
Cc1cc(C)nc(NC(=NCCC(C)C)NS(=O)(=O)c2ncn[nH]2)n1	16.0	0.5	2.1	0.0
COC(=O)C1=C(C)N=c2s/c(=C\c3cccc(Br)c3)c(=O)n2C1c1ccccc1 (stereo unspecified)	5.2	-1.5	0.2	0.2
O=C1C(=O)N(Cc2cccnc2)C(c2ccc(Cl)cc2)/C1=C(\O)c1ccccc1 (stereo unspecified)	-7.5	1.1	-1.6	0.4
CCOC(=O)c1ccc(NC(=O)c2ccc(CS(=O)c3ccc(Cl)cc3)o2)cc1 (stereo unspecified)	-0.7	-0.5	32.1*	-0.1
CCCCc1ccc(NC(=O)C(=O)NCC2CCCN2CC)cc1 (stereo unspecified)	-2.3	-1.1	-6.8	-0.1
CCOCCOC(=O)C1=C(C)NC2=C(C(=O)CC(C)(C)C2)C1c1cccc(OC)c1 (stereo unspecified)	14.9	0.2	-5.4	0.1
O=C(Nc1nnc(-c2cccc([N+](=O)[O-])c2)s1)c1cccc(F)c1	1.6	-1.1	-3.2	0.0
COC(=O)C1=C(C)NC(C)=C(C(=O)OC)C1c1ccc(OC(=O)c2ccc(C(C)(C)C)cc2)cc1	1.2	-1.5	11.1	-0.1
COC(=O)C1=C(C)NC(=S)NC1c1cccc(Cl)c1Cl (stereo unspecified)	6.9	-0.2	-12.1	0.0
CC(Sc1cccc[n+]1[O-])C(=O)NC(C)c1ccc(F)cc1 (stereo unspecified)	6.7	0.9	-0.2	0.0
O=C(N/C(=C/c1ccc(-c2ccc(Cl)cc2)o1)C(=O)N1CCCCC1)c1ccccc1	-2.4	0.1	3.4	-0.1
CCOc1ccc(CC(=O)Oc2cc(C)[nH]c(=O)c2[N+](=O)[O-])cc1	-1.6	0.6	0.1	0.7
CC(C)OC(=O)C(=O)Nc1ccccc1	-4.3	-0.3	-8.1	-0.1
CC1=C(C(=O)Nc2cc(C)ccn2)C(c2cccc(Cl)c2)C2=C(CC(C)(C)CC2=O)N1 (stereo unspecified)	14.2	-0.5	10.8	0.6
Cc1sc(NC(=O)c2cccc(C(F)(F)F)c2)c(C(=O)OC(C)C)c1C	0.5	-0.2	-7.4	0.0
NC(=O)CSc1nc2ccc(NC(=O)c3ccccc3C(=O)O)cc2s1	-9.6	-0.5	5.5	0.2
COc1ccc(O)c(/C=N/NC(=O)CCC(=O)Nc2ccc(Cl)cc2)c1	11.8	-3.0	5.4	-0.1
Cn1c(O)c(C=Nc2ccc(F)cc2)c(=O)[nH]c1=S	4.8	-0.3	7.6	0.2
COc1cc(/C=C/C(=O)OCC(=O)Nc2sc3c(c2C(N)=O)CCC3)ccc1O	11.0	3.3	4.1	-0.1
CS(=O)(=O)Oc1c(Cl)cc(Cl)cc1/C=C1/N=C(c2ccco2)OC1=O	0.2	1.0	-0.4	0.1
CC(C)n1cnc2c(NCCO)nc(-c3ccc(C(N)=O)cc3)nc21	16.2	0.4	5.1	0.4
Cc1cc(N)n(-c2ccc(C)c(Cl)c2)n1	-4.3	-0.5	-14.4	-0.1
Cc1cccc(NC(=O)c2cc3c(n(-c4ccccc4)c2=O)CC(C)(C)CC3=O)c1	9.7	0.6	4.9	0.3
CC(C)CNS(=O)(=O)c1cc(C(=O)OCC(N)=O)c(Cl)cc1Cl	-8.2	-1.0	3.1	0.1
CNc1nc(-c2cc(F)ccc2F)cs1	-6.8	0.0	-12.3	-0.1
CCN(CC)C(=O)CC1(c2ccccc2Cl)CC(=O)N(CCCOC)C1=O (stereo unspecified)	-7.2	-0.5	0.8	0.6
COc1c(Cl)cc(Cl)cc1C(=O)NCc1ccccc1	-16.6	1.1	-4.2	0.0
CCCNC(=O)c1cc(Nc2ccc(N3CCOCC3)cc2)nc2ccccc12	5.7	-0.6	-2.1	0.1
O=C(c1ccc(O)cc1)N1N=C2CCCCC2C1(O)C(F)(F)F (stereo unspecified)	2.2	0.9	-7.9	0.2
O=C(OCc1ccc(Cl)cc1)c1ccc([N+](=O)[O-])cc1	32.8	-0.6	-7.7	0.1
O=C(Nc1ccc(Cl)c(F)c1)c1cc2nc(-c3ccc(Br)cc3)cc(C(F)(F)F)n2n1	13.2	0.2	7.4	0.0
CC1CCCN(S(=O)(=O)c2ccc3[nH]c(=O)cc(C(=O)NCc4cccnc4)c3c2)C1 (stereo unspecified)	1.9	1.6	4.4	0.1
O=C(Nc1nc2ccccc2[nH]1)C1CCCCN1S(=O)(=O)c1ccccc1 (stereo unspecified)	-2.2	0.6	-6.9	0.0
CC(C)N(Cc1ccccc1)C(=O)C1CCCN1S(=O)(=O)c1cccc2nsnc12 (stereo unspecified)	7.2	0.8	6.1	-0.1
CCOc1cc(/C=C(\C#N)c2ccc([N+](=O)[O-])cc2)ccc1O	-2.9	-0.1	9.7	-0.1
